# Mcl1 Noxa PPI: disrupts binding of human Mcl-1 to Noxa peptide; 1.5% of 220,000 active; AID 1022; inhibition, % at 21.7 µM; TR-FRET Mcl-1/Noxa peptide binding, 2 h; Q07820;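 active = compounds that cut the protein-peptide binding signal by more than 50% relative to plate controls in a single-dose test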;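 also: His-tagged Mcl-1 with rhodamine Noxa BH3 peptide and terbium anti-His antibody; 0% = Mcl-1 plus Noxa peptide wells and 100% = peptide-only wells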
# Target sequence (Q07820 whole entry, looked up): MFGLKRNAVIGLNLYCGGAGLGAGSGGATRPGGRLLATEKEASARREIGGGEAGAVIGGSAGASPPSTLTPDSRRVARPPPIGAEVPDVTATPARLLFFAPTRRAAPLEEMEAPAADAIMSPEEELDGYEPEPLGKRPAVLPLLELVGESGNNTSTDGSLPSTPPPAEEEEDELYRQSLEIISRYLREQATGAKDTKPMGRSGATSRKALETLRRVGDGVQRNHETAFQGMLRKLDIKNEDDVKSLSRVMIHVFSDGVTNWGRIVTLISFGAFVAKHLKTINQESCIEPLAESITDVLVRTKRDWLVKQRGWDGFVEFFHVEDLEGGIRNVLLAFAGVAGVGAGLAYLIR
# Avidin fluor: avidin bead compound fluorescence profile. AID 1775. fluorescence (KMESF) at 10 µM. 0.38% of 220,000 active. Avidin beads, compound fluorescence 488/530 nm, flow cytometry; active compounds read high; in the data active = fluorescence above about 47; also: inactives centre near 10
# Pf gametocyte: P. falciparum stage V gametocyte viability inhibition. P. falciparum stage V gametocytes, ATP luminescence, 24 h. inhibition, % at 10.9 µM. 0.065% of 150,000 active. AID 743093;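 active = inhibition above the mean plus 3 SD of compounds within the control limits, set per campaign, cut at about 38% in these data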;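 also: 0% = DMSO wells and 100% = medium only without gametocytes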
# * marks the source's active call; other numbers are inactive results; & = joins results of further samples. Only part of the results is shown (hit frequency here may not be typical).
# The line under a structure holds: Mcl1 Noxa PPI, Avidin fluor, Pf gametocyte
N#Cc1cccc(NC(=O)CN2C(=O)NC(Cc3ccccc3)C2=O)c1 (centres undefined)
 : 6, 6, 5
C=CCSc1nc2c(cnn2-c2ccccc2)c(=O)n1N
 : 7, 5, 11
CC(C)[C@H](Nc1ncnc2c1oc1ccccc12)C(=O)O
 : 9, 3, 13
O=C(O)CSc1nnc(-c2ccccc2)c(-c2ccccc2)n1
 : -3, 8, 2
CCc1ccc(/C=N/N2CCN(c3ccccn3)CC2)cc1
 : 20, 3, -9
COCCCNC(=S)N/N=C/c1ccc(OC)cc1
 : 0, 5, -2
O=C(O)CC12CC3CC(C1)CC(n1ncc(N4CCC5(CC4)OCCO5)c(Cl)c1=O)(C3)C2
 : 6, 4, -6
Cc1nn(Cc2nnc(SCC(=O)Nc3ccc(Cl)cc3)n2C)c(C)c1[N+](=O)[O-]
 : 0, 9, -7
CCCN1CCC(=O)N(CCSc2ccc(NC(C)=O)cc2)CC1
 : 12, 9, 10
O=c1[nH]nc(SCCS(=O)(=O)c2ccc(F)cc2)n1-c1ccccc1
 : 19, 5, -2
COC(=O)C(NC(=O)c1cccnc1Cl)C(C)C (centres undefined)
 : -12, 8, -4
O=C(N/N=C/c1ccco1)c1cc(C2CC2)[nH]n1
 : 4, 7, -9
O=C(NCc1csc(-c2cccs2)n1)Nc1cccc(Cl)c1
 : -10, 4, 12
C#CC(C)(C)NC(=S)NC1CC2C=CC1C2 (centres undefined)
 : -1, 8, -29
Cc1nc(N2CCOCC2)nc(N2CCC(C)CC2)c1[N+](=O)[O-]
 : -22, 7, -8
COc1ccc(NC(=S)Nc2ccccc2)cc1
 : -9, 8, 12
COc1ccc(CNC(=O)COC(=O)CCC(=O)c2cccs2)cc1
 : 7, 10, 22
CN1CCN(c2ccc(CNS(=O)(=O)Cc3cccc(C(F)(F)F)c3)cc2)CC1
 : 24, 5, 7
Cc1ccc(/C=N/n2c(-c3cccnc3)n[nH]c2=S)o1
 : -9, 11, -13
COc1ccc(NC(=O)C2C(c3ccccc3)C2(Cl)Cl)cc1 (centres undefined)
 : 12, 8, 3

# Next entries:
# The line under a structure holds: Mcl1 Noxa PPI, Avidin fluor, Pf gametocyte
O=C(NCC(c1cccs1)N1CCOCC1)c1cc(-c2ccccn2)nc2ccccc12 (centres undefined)
 : -1, 7, 4
Cc1ccc2sc(=O)[nH]c2c1
 : 0, 3, 5
C/C(=N\NC(N)=O)c1c(F)cccc1F
 : 2, 3, -14
NNC(=O)c1ccc(-c2ccccc2F)cc1
 : 10, 8, -1
COc1ccccc1C(=O)N1CCC(N2CCN(c3ccccc3)CC2)CC1
 : -68, 7, 3
C=CCSc1nc(O)c(C2OC(=O)c3c2ccc(OC)c3OC)c(=O)n1-c1ccccc1 (centres undefined)
 : 3, 8, -11
CCc1ccccc1N1C(=O)[C@@H]2Cc3ccccc3CN2C1=O
 : -20, 4, 16
CC(C)(C)OC(=O)N1CCC(CNC(=O)c2ccc(F)cc2F)CC1
 : 16, 6, 18
O=C(NCCN1CCN(Cc2ccccc2)CC1)Nc1cc(Cl)cc(Cl)c1
 : 16, 7, -2
COC(=O)c1c(C)oc(C)c1S(=O)(=O)NCc1cccs1
 : 3, 3, 3
COC(=O)c1cnc(Nc2ccc(Cl)cc2)c([N+](=O)[O-])c1
 : -4, 3, -3
C#CCOC(=O)Nc1cnccc1C(F)(F)F
 : 7, 6, -2
CSc1nc(-c2ccc(Cl)cc2)nc(N)c1C#N
 : -21, 7, 20
O=C1NCCN/C1=C\C(=O)c1ccc(Cl)cc1
 : 1, 6, 5
COc1cccc(Nc2ncc(C#N)c(N)n2)c1
 : 6, 7, -5
O=C(O)CC/C(=N/NC(=O)CNC(=O)Cc1ccc(Cl)cc1)c1ccccc1
 : -13, 7, -7
c1ccc2oc(-c3ccn[nH]3)cc2c1
 : -18, 7, -3
Cc1ccc(/C=C/C(=O)N2CCCC(C(N)=O)C2)o1 (centres undefined)
 : 19, 7, 6
COc1cc(OC)c(OC)cc1/C=N/NC(=O)c1ccc2nc[nH]c2c1
 : 17, 3, -21
c1ccc(Nc2nc(NCc3ccco3)c3ccccc3n2)cc1
 : 46, 15, -6

# Profiles, quoted from the list. Values in the order: Mcl1 Noxa PPI | Avidin fluor | Pf gametocyte
# c1ccc2oc(-c3ccn[nH]3)cc2c1 across the screens: -18 | 7 | -3
# Cc1ccc(/C=C/C(=O)N2CCCC(C(N)=O)C2)o1 (centres undefined) across the screens: 19 | 7 | 6
# C#CCOC(=O)Nc1cnccc1C(F)(F)F across the screens: 7 | 6 | -2
# O=C(N/N=C/c1ccco1)c1cc(C2CC2)[nH]n1 across the screens: 4 | 7 | -9
# O=C1NCCN/C1=C\C(=O)c1ccc(Cl)cc1 across the screens: 1 | 6 | 5

# More entries:
# The line under a structure holds: Mcl1 Noxa PPI, Avidin fluor, Pf gametocyte
CCn1c(=O)c2c(nc3n2CCCN3c2cccc(C)c2)n(C)c1=O
 : 0, 7, 16
COc1ccccc1NS(=O)(=O)c1cccc(C(=O)NNC(=O)C(NC(N)=O)C(C)C)c1 (centres undefined)
 : -19, 5, 8
Cn1nnc(NC(=O)/C=C/c2ccco2)n1
 : 14, 6, 4
CCN(C(=O)c1cc2c(=O)[nH]c3ccc(C)cc3c2s1)c1ccc(F)cc1
 : -4, 8, 10
O=C(NC(=O)c1ccccc1O)c1ccc(C(F)(F)F)cc1
 : 31, 8, 12
NC(=O)CC(NC(=O)c1ccccc1)c1ccc(NCCc2cccc(F)c2)c([N+](=O)[O-])c1 (centres undefined)
 : -3, 7, 17
CC(=O)N(CCC1(C(C)C)CCOC(C)(C)C1)C(C)c1cccs1 (centres undefined)
 : 16, 8, 7
O=C(O)c1cc(-n2cccc2)ccc1N1CCOCC1
 : 8, 6, -8
CCC/C(O)=C1\C(=O)CCCC1=NCCc1c(C)[nH]c2ccccc12
 : 3, 7, 9
Cc1c(C(=O)N2CCOCC2)cc(C(C)(C)C)n1-c1ccccc1
 : -6, 8, -13
C#Cc1ccc([C@@H]2C=C(C(=O)NCc3nc4ccccc4[nH]3)O[C@H](OCC)[C@H]2CCCO)cc1
 : -22, 8, -23
Cc1cc(C)c2oc(C(=O)N(Cc3ccccc3)C3CCS(=O)(=O)C3)cc(=O)c2c1 (centres undefined)
 : -11, 12, -16
COc1ccc2nc(/C=N/NC(=O)[C@@H]3CCCN3C(=O)OC(C)(C)C)ccc2c1
 : -6, 4, 10
O=C(N/N=C/c1cc(Cl)ccc1O)c1ccncc1
 : -64, 5, -44
O=c1n(Cc2ccc(F)cc2)nc2n1-c1ccccc1SC2
 : -1, 8, 14
O=C(NNc1cccc(Cl)c1)c1cccnc1Oc1ccccc1
 : -1, 6, -8
Cc1ccc(N=Cc2c(C)[nH]n(-c3ccccc3)c2=O)nc1
 : 6, 7, -24
Nc1ccc2nc3c(=O)n(C4CCCCC4)c(=O)[nH]c3nc2c1
 : -124, 7, 1
CCOc1ccc(Nc2nc(N)nc(CSC(=S)N3CCN(c4ccccc4)CC3)n2)cc1
 : 0, 7, -11
O=C(O)CC/C(=N\NC(=O)CNC(=O)c1ccc(F)cc1)c1ccccc1
 : 5, 2, 6

# By substructure: those above with a cyano group
# The line under a structure holds: Mcl1 Noxa PPI, Avidin fluor, Pf gametocyte
N#Cc1cccc(NC(=O)CN2C(=O)NC(Cc3ccccc3)C2=O)c1 (centres undefined)
 : 6, 6, 5
CSc1nc(-c2ccc(Cl)cc2)nc(N)c1C#N
 : -21, 7, 20
COc1cccc(Nc2ncc(C#N)c(N)n2)c1
 : 6, 7, -5

# (more compounds)
# The line under a structure holds: Mcl1 Noxa PPI, Avidin fluor, Pf gametocyte
O=C(Cn1c(=O)oc2cccnc21)Nc1ccc(C(F)(F)F)cc1
 : 22, 10, -6
COC(=O)c1ccccc1NC(=S)N(C)C
 : 24, 3, 6
CCN(CC)S(=O)(=O)c1ccc(N2CCOCC2)c(NC(=O)C2CCCO2)c1 (centres undefined)
 : -10, 9, 2
CCOc1ccc2oc(C(=O)O)c(C)c2c1
 : 3, 6, -4
Cc1cc(=O)oc2cc(OCc3ccc(C(=O)OCC(=O)NC4CCS(=O)(=O)C4)cc3)ccc12 (centres undefined)
 : 10, 6, 13
O=C(O)CC(CC(=O)Nc1ccc2ccccc2n1)c1ccccc1 (centres undefined)
 : 3, 5, -6
CC(C)(C)CC(C)(C)NC(=O)/C=C/C(=O)O
 : 2, 7, 13
COc1ccc(S(=O)(=O)Nc2nc3ccccc3nc2NCC2CCCO2)cc1 (centres undefined)
 : -10, 7, -19
COc1cc2c(cc1OC)CN(C(=O)c1sccc1C)CC2
 : 13, 5, 4
O=S(=O)(NCc1csc(-c2cccs2)n1)c1ccc(Cl)cc1
 : 13, 7, 3
COc1ccccc1Cn1[nH]nnc1=S
 : -26, 3, 14
O=C(N/N=C/c1ccccn1)c1cc(-c2ccccc2)nc2ccccc12
 : -80, 4, -21
Cc1cc(=O)oc(C)c1C(=O)Nc1ccc(F)cc1
 : 2, 2, 14
S=c1[nH]c2cc3ccccc3cc2[nH]1
 : 1&9, 8, -4
O=c1[nH]c2ccc(NC(=S)NCc3ccccc3)cc2[nH]1
 : 7, 8, -11
Cn1c(-c2ccccc2[N+](=O)[O-])[n+](C)c2ccccc21
 : 1, 8, -13
Cc1ccc2cc(/C=N/Nc3ccc(C(=O)O)cc3)c(Cl)nc2c1
 : 33, 6, -9
COc1nsnc1NS(=O)(=O)c1ccc(NC(=S)NC(=O)c2ccncc2)cc1
 : 17, 3, 0
S=c1[nH]c(-c2ccccc2)cn1/N=C/c1ccncc1
 : 27, 9, -19
O=S(=O)(NCc1ccccc1)c1ccc(F)cc1Br
 : 7, 11, -8

# More compounds follow.
# The line under a structure holds: Mcl1 Noxa PPI, Avidin fluor, Pf gametocyte
CCOC(=O)C1CCN(S(=O)(=O)c2ccc(NC(C)=O)c(Cl)c2)CC1
 : 25, 4, -13
COc1ccc(NC(=O)CN2CCN(C(=S)NC3CCCC3)CC2)cc1
 : -10, 6, 3
Cc1cc(C(=O)N2CCN(c3ncccc3C#N)CC2)no1
 : -3, 6, -17
Cc1cc(OC2CCCCC2)nc(NCc2ccccc2)n1
 : -4, 9, -15
CCOC(=O)C1(Cc2ccc(Cl)cc2)CCN(C(=O)c2cnc(C)cn2)CC1
 : 7, 5, 18
O=C(O)c1ccc(N/N=C/C2=Cc3ccccc3OC2)cc1
 : 25, 7, 0
Cn1c(SCC#N)nc2ccccc2c1=O
 : 5, 8, 11
CC(C)Oc1ncnc2c1[nH]c1ccccc12
 : 0, 9, -4
COc1c(C(=O)NNC(=O)c2ccccc2)csc1Br
 : 1, 3, -3
CC(C)OP(=O)(OC(C)C)C(O)c1cccc([N+](=O)[O-])c1 (centres undefined)
 : -6, 9, -13
CC(=O)OC1CC(c2cc(C(C)(C)C)c(O)c(C(C)(C)C)c2)=NO1 (centres undefined)
 : 9, 3, 12
CCC(NC(=O)c1ccccc1NC(=O)c1ccccc1)C(=O)NNC(=O)c1cccnc1 (centres undefined)
 : 13, 3, 3
C/C(CC(=O)N1CCCC1)=N\NC(=O)c1cc2ccccc2cc1O
 : 45, 3, -19
COc1ccc(CC(=O)Nc2ccc(N3CCOCC3)cc2)cc1OC
 : 5, 3, -12
Cc1nc(NS(=O)(=O)c2ccc(Cl)s2)c2c3c(sc2n1)CCCC3
 : 2, 8, -11
CC(Nc1ccc(Cl)c(Cl)c1)C(=O)NN (centres undefined)
 : -8, 12, -10
CSc1nnc(-c2ccc(NC(N)=S)cc2)o1
 : -2, 4, 4
CC(=O)CC(C)(C)Nc1nc2cc([N+](=O)[O-])ccc2o1
 : 46, 6, 8
CCOc1ccc(C(=O)NN2C(=S)NC(C)(C)C=C2C)cc1
 : -14, 6, 21
CC(C)(C)C(=O)NNC(=O)c1cc2sccc2s1
 : -13, 5, 4

# Additional entries follow.
# The line under a structure holds: Mcl1 Noxa PPI, Avidin fluor, Pf gametocyte
O=C(NCc1csc(-c2cccs2)n1)Nc1ccc(C(F)(F)F)cc1
 : 6, 2, 1
O=C(CSc1nnc2n1CCCN2)c1ccccc1
 : -6, 25, 16
O=S(=O)(Nc1ccc(N2CCCCC2)cc1)c1ccc(F)cc1F
 : 2, 3, -5
COc1ccc(CN(C(=O)c2cc(=O)c3cc(C)cc(C)c3o2)C2CCS(=O)(=O)C2)cc1 (centres undefined)
 : -5, 3, -4
CCOc1ccc(N(CC(=O)Nc2ccc(C)c(C)c2)S(=O)(=O)c2c(C)[nH]c(=O)[nH]c2=O)cc1
 : 20, 7, 2
NNC(=O)c1[nH]c2ccc(Cl)cc2c1-c1ccccc1
 : 12, 7, -8
CC(C)Cc1nc2sc3c(SCC(N)=O)ncnc3c2c2c1CCC2
 : 15, 7, -16
O=C(c1ccc2c(c1)OCCCO2)N1CCCCC1
 : -4, 7, -7
Cc1c(C#N)c(O)n(CCO)c(=O)c1N=Nc1ccc2c(c1)COC2=O
 : 19, 8, -35
O=C(c1ccccc1)c1ccc(Sc2ccc([N+](=O)[O-])cc2)cc1
 : -5, 9, -13
O=C(N/N=C/c1cccc2cccnc12)[C@H]1C[C@@H]1c1ccccc1
 : 12, 4, 8
O=C(O)C(Cc1c[nH]c2ccccc12)N1C(=O)C2C3c4ccccc4C(c4ccccc43)[C@@H]2C1=O (some centres undefined)
 : 4, 8, -29
CCOc1ccc(C2CC(=O)N(Nc3ccc([N+](=O)[O-])cc3[N+](=O)[O-])C2=O)cc1 (centres undefined)
 : 54*, 7, -25
O=C(Nc1cccc(C(F)(F)F)c1)c1cc(Br)cc2c1OCC2
 : 3, 6, 4
CC(=O)c1ccc(S(=O)(=O)N2CCNCC2)cc1
 : 5, 6, -10
COc1ccc(/C=N/n2cnc3c([nH]c4ccccc43)c2=O)cc1CO
 : 16, 9, -8
CCN(CC)C(=O)COc1ccc(-c2nnc(Nc3ccc(OC)c(C(=O)NC)c3)c3ccccc23)cc1
 : 6, 6, -8
